RXFP1 antag – antagonists of human relaxin receptor RXFP1; HEK293-RXFP1, relaxin-stimulated cAMP HTRF, 30 min; hits give low values; activity change, negative = inhibition, % at 57.5 µM; 350,000 tested, 0.59% active; Q9HBX9; AID 1259400;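 active = activity change of -60% or lower, but not beyond a set lower limit; inconclusive = change between -60% and -40%, or beyond the set limit; inactive = change above -40%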; note: % is set by controls: 0 for no effect and ±100 for the full control effect
Pol iota inh – DNA polymerase iota (human) inhibition; Q9UNA4; Pol iota fluorescent replication assay, 10 min; Potency, µM (doses to about 115 µM), for inactives: at the top dose activity, negative = inhibition, hits mostly inhibitors; 390,000 tested, 1% active; note: potency is the fitted concentration of half-maximal effect
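Fluorescent replication assay read twice, at 0 min and 10 min after adding 50 nM (final) substrate. Enzyme (10 nM) and compounds were first incubated 15 min at room temperature; enzyme-free buffer wells were negative controls.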
Pol eta inh – inhibitors of human DNA polymerase eta. recombinant Pol eta, fluorescent DNA replication assay. Potency, µM (series often up to 114 µM), without a hit: at the highest dose activity change, negative = inhibition, usual class: inhibitors. 390,000 tested, 1.2% active; note: potency is the fitted concentration of half-maximal effect; % is set by controls: 0 for no effect and ±100 for the full control effect
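Fluorescent replication assay: 50 nM final substrate added after a 15 min room-temperature compound preincubation with 10 nM enzyme. Signal taken at 0 min and again at 10 min.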
POLK inh – DNA polymerase kappa (human) inhibition; Q9UBT6; purified Pol kappa, fluorescent DNA synthesis assay, 10 min; Potency, µM (titrated, usually from 107 µM), for the others: top-dose activity, negative = inhibition, hits mostly inhibitors; 400,000 tested, 0.53% active; AID 588579; note: potency is the fitted concentration of half-maximal effect; % is set by controls: 0 for no effect and ±100 for the full control effect
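10 nM Pol kappa was preincubated with compounds for 15 min at room temperature. Reaction started with 50 nM (final) substrate. Fluorescence read kinetically at 0 and 10 min.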
BLM inh – Bloom syndrome helicase (human) inhibition; P54132; recombinant BLM DNA unwinding, fluorescence dequenching; Potency, µM (top dose mostly 56.1 µM), inactives show top-dose activity change, negative = inhibition, most hits filed as inhibitors; 350,000 tested, 0.2% active;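 note: potency is the fitted concentration of half-maximal effect; plate controls were vehicle for no effect and no enzyme for full effect; nearly all actives have a fitted effect of over 35% in size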
Pol beta inh – inhibitors of human DNA polymerase beta; Potency, µM (titrated, usually from 114 µM), inactives show at the highest dose activity change, negative = inhibition, hits mostly inhibitors; 340,000 tested, 1.3% active; Pol beta primer extension/strand displacement, fluorescence kinetic; AID 485314; note: potency is the fitted concentration of half-maximal effect; % is set by controls: 0 for no effect and ±100 for the full control effect
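Values derive from four-parameter Hill fits of normalized kinetic data: reads at 0 and 10 min following addition of 50 nM substrate to 10 nM Pol beta preincubated 15 min with compound.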
APEX1 inh – inhibitors of human APE1 endonuclease. P27695. recombinant APE1, TAMRA/BHQ-2 abasic DNA cleavage fluorescence. Potency, µM (series often up to 65.8 µM), inactives show top-dose activity change, negative = inhibition, hits mostly inhibitors. 350,000 tested, 0.35% active;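 note: potency is the fitted concentration of half-maximal effect; plate controls were vehicle for no effect and reference inhibitor for full effect; nearly all actives have a fitted effect of over 55% in size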
Target sequence (P27695 whole entry, looked up): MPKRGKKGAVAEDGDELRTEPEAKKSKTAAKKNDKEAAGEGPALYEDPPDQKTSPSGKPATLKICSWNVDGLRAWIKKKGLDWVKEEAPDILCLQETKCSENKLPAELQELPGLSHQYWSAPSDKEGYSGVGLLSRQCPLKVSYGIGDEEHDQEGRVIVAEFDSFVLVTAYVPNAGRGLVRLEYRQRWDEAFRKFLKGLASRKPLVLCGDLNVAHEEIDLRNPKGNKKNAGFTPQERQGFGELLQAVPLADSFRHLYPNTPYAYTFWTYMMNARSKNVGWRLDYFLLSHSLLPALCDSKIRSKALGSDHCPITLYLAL
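APE1 at 0.75 nM preincubated 15 min at room temperature with compound. Reaction then started with 50 nM double-stranded THF-abasic substrate labelled with TAMRA/BHQ-2, and 525/598 nm fluorescence read kinetically. Activity taken as third-minus-first read difference, normalized to DMSO and NSC13755 controls.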
Tb PGK inh – inhibitors of T. brucei phosphoglycerate kinase. Potency, µM (doses to about 57.5 µM), for inactives: top-dose activity change, negative = inhibition, most hits filed as inhibitors. AID 602233. 380,000 tested, 0.043% active. PGK/GAPDH coupled, Kinase-Glo luminescence, 60 min; note: potency is the fitted concentration of half-maximal effect; % is set by controls: 0 for no effect and ±100 for the full control effect; nearly all actives have a fitted effect of over 60% in size
Target sequence (P07378 whole entry, looked up): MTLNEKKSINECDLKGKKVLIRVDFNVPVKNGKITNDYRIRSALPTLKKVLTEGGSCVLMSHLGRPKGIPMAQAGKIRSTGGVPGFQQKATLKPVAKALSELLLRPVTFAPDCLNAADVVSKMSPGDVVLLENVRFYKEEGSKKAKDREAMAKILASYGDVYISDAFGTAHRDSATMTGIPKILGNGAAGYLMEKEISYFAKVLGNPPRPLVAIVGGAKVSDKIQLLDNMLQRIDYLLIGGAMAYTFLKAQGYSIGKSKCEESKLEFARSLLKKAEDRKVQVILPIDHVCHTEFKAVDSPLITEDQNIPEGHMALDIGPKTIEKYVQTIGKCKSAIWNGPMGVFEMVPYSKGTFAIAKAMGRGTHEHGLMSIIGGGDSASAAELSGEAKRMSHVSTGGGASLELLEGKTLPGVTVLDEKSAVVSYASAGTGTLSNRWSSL
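Recombinant glycosomal PGK reaction used 1,3-bisphosphoglycerate generated in-well by GAPDH (100nM final) in 100mM TEA pH 7.6, 5mM MgCl2, 0.01% Tween-20. After 60 minutes at room temperature, ATP was read by Kinase-Glo Plus luminescence end-point.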
Anesthetic bind – binds horse apoferritin like a general anesthetic; apoferritin/1-aminoanthracene competitive binding, fluorescence; Potency, µM (titrated, usually from 77.5 µM), for inactives: top-dose activity change, negative = displacement, most hits filed as inhibitors; 350,000 tested, 0.074% active; AID 485281; note: potency is the fitted concentration of half-maximal effect; % is set by controls: 0 for no effect and ±100 for the full control effect; nearly all actives have a fitted effect of over 20% in size
Target sequence (P02791 2-175 limits assumed): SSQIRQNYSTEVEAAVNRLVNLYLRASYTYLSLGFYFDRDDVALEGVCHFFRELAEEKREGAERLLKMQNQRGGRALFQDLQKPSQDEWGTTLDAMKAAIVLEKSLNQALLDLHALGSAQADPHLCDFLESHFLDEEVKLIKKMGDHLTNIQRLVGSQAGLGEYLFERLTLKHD
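Concentration-response curves derived by four-parameter Hill fitting of normalized fluorescence, where compounds displaced 1-AMA from 10 uM horse apoferritin following a brief 10 min room-temperature incubation; propofol titration acted as positive control.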
Numbers without * were called inactive; i = inactive; ? = inconclusive; nt = not tested or not shown; & = joins results of further samples; [ ] = dose if it differs, or a comment. Unless noted, calls come from the whole dose curve; as a rule, active = well fitted curve in the direction sought with a large enough effect; inconclusive = small, poorly fitted or top-dose-only effect, or another doubt; inactive = no such curve, though single readings can be large; an effect the other way counts as inactive or inconclusive. A portion of the library, so the mix of outcomes need not match the whole.

SMILES | RXFP1 antag | Pol iota inh | Pol eta inh | POLK inh | BLM inh | Pol beta inh | APEX1 inh | Tb PGK inh | Anesthetic bind
Cc1ccc(NC(=O)Cn2ccc([N+](=O)[O-])n2)cc1C | 2 | 86%[activator] | -20% | -7% | -4% | 34% | 4% | -6% | -15%
CCNc1cc(N2CCCC2)ccc1[N+](=O)[O-] | -1 | -17% | -12% | -14% | 1% | 11% | 1% | 1% | -13%
COC(=O)c1sccc1S(=O)(=O)N(CC(=O)Nc1ccccc1)c1ccccc1 | nt | -15% | -12% | -8%[60.1 µM] | -4% | ? | nt | -3% | -7%
COc1ccc(CNS(=O)(=O)c2cc(Br)cc3c2N(C(C)=O)C(C)C3)cc1 (stereo not given) | -8 | 71%&10%[activator] | -10%&-9% | 1%&7% | 2%&0% | 26%&1% | 5%[12.4 µM] | -11% | -12%&-8%
Cc1ccc2nc(N3CCOCC3)c(C=O)cc2c1 | 1 | 41%[activator] | -11% | 7% | 0% | 1% | 33% | 1% | -12%
COC(=O)c1cc(O)c(O)c(O)c1 | nt | 16% | -15% | -11% | 1% | ? | 14µM* | 3% | -5%
O=C(CN1CCOCC1)Nc1nc2ccc(Cl)cc2s1 | -2 | 23% | -14% | 4% | -10% | 32%[activator] | -2% | -3% | -2%
Cc1ccc(NC(=O)C2Cc3ccccc3O/C2=N\O)cc1C (stereo not given) | -4 | 25% | -5% | -1% | -3% | 69% | -1% | -4% | 4%
C=C(C)Cn1c(SCC(=O)NCc2ccco2)nc2sc3c(c2c1=O)CCC3 | 0 | -2% | ? | -26% | 1% | -9% | -7% | 6% | -19%
COc1ccc(C(=O)c2cc([N+](=O)[O-])ccc2N2CCOCC2)cc1 | 15 | 11% | -5% | -1% | -2% | 37% | 18% | -7% | 1%
C=CCC(CC=C)(CNC(=O)C(=O)Nc1cc(C)ccc1OC)c1ccc(OC)c(OC)c1 | -15 | -11% | -3% | -1% | -6% | 25% | nt | -10% | 50%[activator]
N#C/C(=C/c1ccc(N2CCCCCC2)o1)c1cccc(F)c1 | -19 | ? | -10% | -17% | ? | 5% | 14% | 6% | -13%
Cc1c(N(C(=O)c2ccccn2)C2(C(=O)NC3CCCCC3)CCCCC2)c(=O)n(-c2ccccc2)n1C | -2 | 87%[activator] | 6% | -4% | -4% | -1% | 1% | -4% | -5%
COc1ccc2c(c1)CCC/C2=N\Nc1nc(C(=O)NN)cs1 | -30 | 22% | -14% | -4% | -10% | -11% | -3% | i | -15%
Cn1cnnc1SCc1ccc(C(=O)N=Nc2c(O)n(Cc3ccc(Cl)cc3)c3ccccc23)cc1 | nt | -14% | -4% | 5% | -6% | 13% | -2% | i | ?
O=C(c1ccc(F)cc1)n1nc(-c2ccc(Cl)cc2)nc1NCc1ccco1 | nt | -12% | -12% | 8% | -6% | 3% | nt | 4% | -17%
Cc1cc(C)c(C#N)c(N2CCN(c3ccccc3F)CC2)n1 | -13 | -1% | -13% | -5% | -7% | 17% | 2% | -7% | -5%
COc1ccc(-c2nc(CS(=O)CC(=O)NC3CCCc4ccccc43)c(C)o2)cc1OC (stereo not given) | 5 | 1% | -17% | 3% | 0% | 9% | -11% | -3% | -17%
CNc1ccc(C(=O)Oc2cc(O/N=[N+](\[O-])N(C)C)c([N+](=O)[O-])cc2[N+](=O)[O-])cc1 | nt | 59%[activator] | nt | -5% | -9% | nt | ? | nt | -22%
O=C(NN=Cc1ccc2c(c1)OCO2)C1CC1 | -5 | 38%[activator] | -11% | 5% | nt | nt | nt | -12% | nt
S=c1ccc2ccccc2[nH]1 | 1 | -3% | -15% | 3% | -2% | 2% | -1% | -19% | 2%
O=C(c1ccccc1)N(Cc1ccco1)Cc1cccs1 | 0 | 23% | -15% | -13% | 0% | 17% | nt | i | 2%
Cc1ccc(S(=O)(=O)N2CCN(c3ncnc4sccc34)CC2)cc1C | -3 | ? | ? | -7% | nt | nt | 27% | -8% | nt
COc1ccc(C(=O)OCC[N+]2(C)CCCCC2)cc1 | -10 | 115%[activator] | -28% | -11% | -1% | 13% | 7% | 4% | -5%
CC(=O)C1CCC2C3CC=C4CC(O)CC[C@@]4(C)C3CC[C@]12C (stereo not given in full) | nt | nt | nt | -4%[60.1 µM] | 2% | nt | -7% | nt | -3%
Carrying on:
SMILES | RXFP1 antag | Pol iota inh | Pol eta inh | POLK inh | BLM inh | Pol beta inh | APEX1 inh | Tb PGK inh | Anesthetic bind
COc1ccc(CCNC(=O)c2c(C)nc3ccccn23)cc1 | -13 | 130%[activator] | -16% | -1% | 0% | 6% | ? | -7% | -3%
CC(CCc1ccccc1)NC(=S)NC(=O)c1ccco1 (stereo not given) | -13 | 164%[activator] | -7% | -6% | -10% | 5% | 13% | 7% | ?
Cc1cccc(/C=N/NC(=O)c2ccc(NC(=O)c3ccc(F)cc3)cc2)n1 | -3 | 30%[activator] | -19% | -10% | 2% | 2% | 21% | -8% | -9%
Cc1ccc(S(=O)(=O)NC2CCCCC2)c(C)c1NS(C)(=O)=O | -18 | -12% | -11% | -4% | 1% | 4% | 2% | -6% | -8%
CCOC(=O)c1ccc(Nc2c(-c3cccc(O)c3)nc3nc[nH]n23)cc1 | -4 | 16% | -23% | -4%[60.1 µM] | -7% | -14% | nt | -3% | -3%
CN1CCN(S(=O)(=O)c2ccc(NC(=O)c3ccc([N+](=O)[O-])cc3)cc2)CC1 | 5 | 25% | -2% | -11% | nt | nt | nt | 6% | nt
CCOC(=O)/C(C#N)=C/C1=C(N2CCOCC2)C(C)(C)OCC1 | 13 | 146%[activator] | 3% | -11% | -1% | 5% | -3% | i | -8%
Cc1cc(=O)oc(C)c1C(=O)NNC(=O)C1(C)CC1Br (stereo not given) | -2 | 3%[58.9 µM] | -4% | -10% | 0% | -4% | 0% | 8% | 9%
CCN(CC(=O)Nc1c(F)cccc1F)C(=O)CN1C(=O)NC2(CCCC2)C1=O | 12 | 25% | -15% | 9% | nt | nt | 3% | -5% | nt
COc1ccccc1C(=O)NC(=S)Nc1cc(C(=O)O)ccc1C | -11 | 22% | -9% | 2% | 0% | 0% | 5% | i | -2%
CCN(CC(=O)NCc1cccs1)C(=O)c1ccc(-c2ccccc2F)o1 | 1 | 23% | -20% | -9% | nt | nt | 32% | -6% | nt
CC(=O)Nc1ccc(S(=O)(=O)Nc2nc3ccccc3nc2Sc2nncn2C)cc1 | 12 | ? | 3% | 2% | 2% | -3% | ? | -6% | -5%
Cc1ccc(NC(=O)CN2CCc3ccccc3C2)cc1S(=O)(=O)N1CCOCC1 | -15 | 29% | -22% | -11% | -3% | -1% | 2% | -3% | -8%
COc1ccc(Cl)cc1NC(=S)NN1CCOCC1 | -9 | 1% | -13% | 9% | -2% | 0% | 10% | -11% | 1%
Cc1ccc(CN(C(=O)c2cc3ccccc3oc2=O)C2CCS(=O)(=O)C2)cc1 (stereo not given) | 3 | 5% | -6% | -1% | 0% | 18% | 2% | 11% | -15%
COc1ccccc1NC(=O)CN1CCN(Cc2ccccc2)CC1 | 22 | 10% | -11% | -11% | 1% | -2% | 1% | 2% | 1%
CCc1ccccc1NC(=O)CSCc1cnn(-c2ccccc2)c1-n1cccc1 | -24 | 25% | -8% | 0% | -6% | 0% | nt | i | -9%
Cc1cccc(C(=O)NNC(=O)c2csc(N3CCOCC3)n2)c1C | 0 | 30%[activator] | -18% | 0% | nt | nt | 31% | 5% | nt
COc1cc(NC(=O)CC2C(=O)N(c3cccc(C)c3)C(=O)N2Cc2ccco2)cc(OC)c1 (stereo not given) | 13 | 13% | -17% | -19% | -5% | 13% | nt | 3% | -1%
CCn1nc(C(=O)N[C@@H](CCSC)c2nc3ccccc3[nH]2)c2ccccc2c1=O | 9 | 4% | -11% | 0% | -2% | 10% | 3% | 2% | ?
CCCCC(=O)NC(Nc1ccc(C)cn1)(C(=O)OCC)C(F)(F)F (stereo not given) | -5 | 15% | -4% | -1% | -4% | 0% | -2% | -6% | -14%
COc1ccc(C(c2nnnn2C2CCCCC2)N2CCN(c3ccccc3F)CC2)cc1 (stereo not given) | -7 | 7% | -7% | -8% | -12% | 4% | -2% | -6% | -12%
COc1cc2c(cc1OC)C(C)N(C(=O)CCNC(=O)c1ccccc1)CC2 (stereo not given) | 9 | 7% | 2% | -9% | -1% | 4% | -16% | 6% | -3%
CCOCCOc1cc(NCc2ccccc2)c2ncn(C(C)C)c2c1 | nt | 35µM* | -23% | -24% | nt | nt | nt | -1% | nt
C[C@@H](O)C(N)C(=O)O (stereo not given in full) | nt | nt | nt | 18%[60.1 µM] | 0% | nt | -5% | nt | 0%
Other compounds:
SMILES | RXFP1 antag | Pol iota inh | Pol eta inh | POLK inh | BLM inh | Pol beta inh | APEX1 inh | Tb PGK inh | Anesthetic bind
c1ccc(C2c3c(ccc4ccccc34)Oc3ncn4nc(-c5ccco5)nc4c32)cc1 (stereo not given) | nt | 6% | -14% | 8% | 1% | 23% | 17% | i | 3%
CSc1ccc(CN(C)C(=O)CSCC(=O)Nc2cc(C)on2)cc1 | -11 | 15% | -17% | -21% | 0% | 22% | 2% | -3% | -8%
CCOc1ccc(NC(=O)CS(=O)CC(=O)NC2CCCc3ccccc32)cc1 (stereo not given) | -10 | 19% | 11% | -9% | -2% | 12% | -3% | 3% | ?
CC1=NNC(=O)C1CCC(=O)N/N=C\c1cccc(Cl)c1 (stereo not given) | 13 | 64%[activator] | -18% | -6% | 1% | 3% | 0% | -2% | 0%
O=C(O)C1C2C=CC(C2)C1C(=O)Nc1ccc(Cl)c(Cl)c1 (stereo not given) | 4 | -16% | -11% | -11% | -1% | 7% | 13% | -3% | ?
CCOC(=O)c1ccc(NC(=O)COc2ccc(S(=O)(=O)NC(C)CC)cc2)cc1 (stereo not given) | -9 | 20% | -7% | -19% | 3% | 27% | 2% | -5% | -19%
